RmlC RmlD mix – mixture blocks RmlC and RmlD coupled enzyme activity | RmlC/RmlD coupled enzyme inhibition, 384-well mixture HTS | inhibition, % at 5.5 µM | actives 0.39% (n = 110,000) | AID 1532; in the data active = inhibition above about 30%, passing the limit was not always enough; inconclusive = no clear call, values can overlap the other calls; also: strong numbers were not always called active
HIV RNase H inh – inhibitors of HIV-1 reverse transcriptase RNase H | P04585 | RT-RNase H RNA/DNA duplex cleavage, fluorescence | inhibition, % at 10 µM | actives 1.9% (n = 65,000) | AID 565; in the data active = inhibition above about 50%
Active calls of the source: *; ? = inconclusive; / = not tested or not shown.

smiles,RmlC RmlD mix,HIV RNase H inh
CCSc1n[nH]c2nc3c(c(=O)n12)C1(CCCC1)Cc1ccccc1-3,-19.1,/
O=C(Nc1ccccc1)c1ccc(S(=O)(=O)N2CCCCC2)cc1,5.0,-9.2
COc1ccc(CN2CCCCC2c2cccnc2)cc1C (stereo not given),-1.6,-7.1
CC(C)COC(=O)CNc1n[nH]c(=S)[nH]c1=O,-16.8,/
CC(C)(C)NC(=O)C1CCN(C(=O)c2ccc(Br)cc2)CC1,6.5,-0.4
O=C(NCc1ccc2c(c1)OCO2)c1cc(-c2ccccc2)on1,12.0,0.8
CCn1c(SCC(=O)Nc2cc(C)on2)nc2c1c(=O)n(C)c(=O)n2C,6.7,-5.4
COC(=O)C1=C(C(=O)OC)[C@@H]2N(C)c3ccccc3[C@@]23C[C@@H](C(=O)OC)N(C(C)=O)C3=N1,1.9,/

(continued)
smiles,RmlC RmlD mix,HIV RNase H inh
COc1cccc(-c2nnc(SCC(=O)N3CCCC3=O)n2-c2ccccc2)c1,-1.5,-7.7
CN1CCN(S(=O)(=O)c2cccc(S(=O)(=O)c3cccc(S(=O)(=O)N4CCN(C)CC4)c3)c2)CC1,-9.9,/
CCOc1ccccc1C(=O)N1CCC(n2nnc3cc(C(F)(F)F)ccc32)CC1,-6.2,/
O=C(CCS(=O)(=O)c1cccs1)N1CCN(c2ccc(F)cc2)CC1,9.5,8.0
O=C(NCc1cccc(Br)c1)C1CC(c2ccc(C(F)(F)F)cc2)=NO1 (stereo not given),-8.6,/
COc1ccc2c(c1OC)C(=O)N(c1cccc(C)c1)C2,-8.5,-18.3
O=C(NC(=S)NC1CCCCCCCCCCC1)c1cccnc1,-9.2,/
Cc1nnc2n1-c1ccc(Br)cc1C(c1ccccc1Cl)=NC2,7.4,-17.3

Next entries.
smiles,RmlC RmlD mix,HIV RNase H inh
CC(=O)Nc1ccc(OCC(O)CN2CCN(c3ccc(C)c(Cl)c3)CC2)cc1 (stereo not given),2.4,-0.1
Cc1cc2cc(CN(CCN3CCOCC3)C(=O)Nc3ccccc3F)c(=O)[nH]c2cc1C,-1.6,1.1
CCOC(=O)N1CCC(NC(=O)c2cc(C(=O)NCc3cccc(Cl)c3)ccc2CO)CC1,-4.5,-22.6
Cc1nc2ccc(-c3nc4cc(N)ccc4o3)cc2[nH]1,11.8,/
O=C(O)CSCNC(=O)CC12CC3CC(CC(C3)C1)C2,13.2,3.2
COc1ccc(C[C@H](C)NC[C@@H](O)c2ccc(O)c(NC=O)c2)cc1,-13.1,/
O=C(NCC(c1cccnc1)N1CCOCC1)c1ccco1 (stereo not given),37.2,-3.2
O=C(Cn1cnc2c(nnn2-c2ccc(F)cc2)c1=O)N1CCCc2ccccc21,0.3,-1.4

(list continues)
smiles,RmlC RmlD mix,HIV RNase H inh
CN(C)c1ccc(C(=O)Nc2cc(C(F)(F)F)ccc2-n2cncn2)cc1,9.6,/
CCOc1ccc(-c2csc(NC(=O)C3CCCO3)n2)cc1 (stereo not given),6.2,-20.8
CCCC(=O)Nc1cccc(NC(=O)CN2CCN(c3ccccc3OC)CC2)c1,-7.4,-2.9
COc1ccc(C(=O)Nc2cc(C)on2)cc1,-4.5,0.8
Cc1nn2c(NCCCN3CCOCC3)c3c(nc2c1-c1ccccc1)CCC3,-274.8,1.1
O=C(Nc1cccc(F)c1)N1CCN(C/C=C/c2ccccc2)CC1,-4.9,/
O=C(CCS(=O)(=O)c1cccc2nsnc12)N1CC(=O)N(CCc2ccccc2)C(=O)C1,-10.9,-2.3
O=C(CCC(=O)NNC(=S)Nc1ccccc1)NCc1ccccc1,1.8,/

(list continues)
smiles,RmlC RmlD mix,HIV RNase H inh
CCOc1cc2[nH]c(=O)n(CCCCC(=O)NC3CCCCCC3)c(=O)c2cc1OCC,-3.5,-4.8
O=P(O)(O)Cc1ccccc1OP(=O)(c1ccccc1)c1ccccc1,/,-17.0
Cc1c(C(=O)NCc2ccc3c(c2)OCO3)oc2ccc(S(=O)(=O)N3CCC(C)CC3)cc12,4.9,/
CCCCNC(=O)c1c(O)c2cccc3c2n(c1=O)CCC3,3.3,-29.9
COc1ccc(C(NC(=O)CNC(C)=O)C(=O)Nc2ccc3c(c2)OCCO3)cc1 (stereo not given),6.1,-6.5
c1ccc(OCc2nc3ccccc3s2)cc1,7.2,-21.6
CS(C)(=O)=NS(=O)(=O)c1ccc(Cl)cc1,0.9,-8.4
COc1ccc2cc(CN(Cc3ccco3)Cc3nnnn3C3CCCCC3)c(=O)[nH]c2c1,11.0,-75.0

As entered above.
HIV RNase H inh, `CS(C)(=O)=NS(=O)(=O)c1ccc(Cl)cc1` reads -8.4
RmlC RmlD mix, `Cc1c(C(=O)NCc2ccc3c(c2)OCO3)oc2ccc(S(=O)(=O)N3CCC(C)CC3)cc12` reads 4.9

Continued:
smiles,RmlC RmlD mix,HIV RNase H inh
CCOC(=O)CCCNC(=O)CCNC(=O)c1ccc(OC(C)C)cc1,7.5,-5.5
COc1ccc(CNn2c(C)nc3ccccc3c2=O)cc1,4.1,1.4
COc1cc(OC)c(OC)cc1/C=N/n1c(C)nnc1C,-3.6,-12.1
Cn1c(-c2c(N)n(C3CCCC3)c3nc4ccccc4nc23)nc2ccccc21,2.7,8.8
CCCn1nc(C(=O)Nc2ccc(S(=O)(=O)Nc3nccs3)cc2)c2ccccc2c1=O,-7.5,/
Cc1cc(C)c(C)c(OCC(=O)N2CCOCC2)c1,-9.1,/
COc1ccc(OC)c(N2C(N)=C(C#N)C(c3ccc(OC)c(O)c3)C3=C2CC(C)(C)CC3=O)c1 (stereo not given),/,7.3
CN1C2C=C(N(C(=O)c3ccc(Cl)cc3)c3ccccc3)CC1CC2 (stereo not given),7.1,-2.7

(continued)
smiles,RmlC RmlD mix,HIV RNase H inh
Cn1c(=O)[nH]c(=O)c2c1nc(Br)n2Cc1ccccc1F,8.2,-12.9
CCC1(CC)N([O-])C(C)=C(c2ccccc2)[N+]1=O,2.8,/
NC(=O)c1c(NC(NC(=O)c2ccco2)C(=O)c2ccc(Cl)cc2)sc2c1CCCC2 (stereo not given),-11.6,/
O=C1c2oc3ccccc3c(=O)c2C(c2cccnc2)N1Cc1ccco1 (stereo not given),-11.2,-2.9
COc1cc(-c2nc3ccccn3c2/N=C/c2cc(OC)c(OC)c(OC)c2)ccc1O,43.6*,/
COc1ccc(C)cc1NC(=O)CN1CCN(c2ccccc2F)CC1,?,-4.7
O=C(Oc1ccc2ccccc2c1Br)N1CCCCCC1,-1.4,/
Cc1ccc(C(=O)COC(=O)C2CC(=O)N(c3nc(-c4ccccc4)cs3)C2)cc1 (stereo not given),-12.2,/

A draw from above in order of SMILES length, lowest first.
smiles,RmlC RmlD mix,HIV RNase H inh
O=C(Oc1ccc2ccccc2c1Br)N1CCCCCC1,-1.4,/
CCC1(CC)N([O-])C(C)=C(c2ccccc2)[N+]1=O,2.8,/
Cn1c(=O)[nH]c(=O)c2c1nc(Br)n2Cc1ccccc1F,8.2,-12.9
CN1C2C=C(N(C(=O)c3ccc(Cl)cc3)c3ccccc3)CC1CC2 (stereo not given),7.1,-2.7
COc1cc(-c2nc3ccccn3c2/N=C/c2cc(OC)c(OC)c(OC)c2)ccc1O,43.6*,/
Cc1ccc(C(=O)COC(=O)C2CC(=O)N(c3nc(-c4ccccc4)cs3)C2)cc1 (stereo not given),-12.2,/
COc1ccc(OC)c(N2C(N)=C(C#N)C(c3ccc(OC)c(O)c3)C3=C2CC(C)(C)CC3=O)c1 (stereo not given),/,7.3

(listing goes on)
smiles,RmlC RmlD mix,HIV RNase H inh
CCSc1cc(C2C(C#N)=C(N)Oc3n[nH]c(C)c32)c(C)o1 (stereo not given),-7.5,-32.2
O=C(OCCN=C1NS(=O)(=O)c2ccccc21)c1ccncc1,13.5,/
CC(=O)c1c(C(C)=O)c(C)n(NC(=O)c2ccncc2)c1C,2.9,-4.6
CC(C)(O)[C@H](O)COc1c2occc2cc2ccc(=O)oc12,-11.7,/
CN1CCN(c2nc(-c3cccnc3)nc3ccccc23)CC1,-4.1,-23.8
CC(O)[C@H]1CNC(=O)C(=O)N1CC1(c2ccccc2)CC1 (stereo not given in full),3.8,/
O=C(Cc1ccccc1)NC1CCN(S(=O)(=O)c2ccc(C(=O)O)cc2)CC1,9.0,/
CNC(=O)c1ccccc1NC(=O)c1ccco1,6.8,/

The listing continues.
The line under a structure holds: RmlC RmlD mix	HIV RNase H inh
O=C(NCCC1=CCCCC1)c1ccc2c(=O)n3c(nc2c1)CCCCC3
 : 6.4	-2.2
CCCc1nc(SCC(=O)N2c3ccccc3CC2C)c2c(C)c(C)sc2n1 (stereo not given)
 : 5.5	/
CCOC(=O)c1sc(NC(=O)C(CC)Sc2nccn2C)nc1C (stereo not given)
 : -7.7	7.4
CS(=O)(=O)c1ccc2nc(NC(=O)c3ccco3)sc2c1
 : 11.5	-11.7
CCN(CC)S(=O)(=O)c1ccc2oc(C(=O)NCc3ccc(F)cc3)c(C)c2c1
 : 5.1	5.0
Cc1cc(=O)[nH]c(SCC(=O)NCCOc2ccccc2)n1
 : -5.6	-6.6
CCOc1cc(C)ccc1OCc1nnc(SCC(=O)c2cccc([N+](=O)[O-])c2)n1C
 : -12.8	/
O=C(CSc1nnc(Cn2nnc3ccccc32)o1)N(Cc1ccc(Cl)cc1)c1ccccc1
 : -0.5	/
CCOC(=O)C1=C(C)n2c(s/c(=C/c3cccc([N+](=O)[O-])c3)c2=O)=NC1c1ccc(O)c(OC)c1 (stereo not given)
 : 5.6	/
COc1ccc(S(=O)(=O)N(C)CC(=O)N2CCCCC2)cc1Cl
 : -10.5	-12.1

Whole records, quoted from the list. Order of screens: RmlC RmlD mix	HIV RNase H inh
CCOc1cc(C)ccc1OCc1nnc(SCC(=O)c2cccc([N+](=O)[O-])c2)n1C reads -12.8	/
CCOC(=O)c1sc(NC(=O)C(CC)Sc2nccn2C)nc1C (stereo not given) reads -7.7	7.4

Next section.
The line under a structure holds: RmlC RmlD mix	HIV RNase H inh
COc1ccc(N2CCN(C(=O)c3ccc4c(c3)OCO4)CC2)cc1
 : /	1.2
O=c1c(C=Nc2cccc(C(F)(F)F)c2)c[nH]n1-c1cccc(Cl)n1
 : -1.1	/
CCOCCCNS(=O)(=O)c1ccc(NC(=O)c2ccccc2)cc1
 : 12.3	-1.7
CCOP(=O)(c1c(F)c(F)c(F)c(F)c1F)C(O)c1ccccc1 (stereo not given)
 : 1.6	0.7
Cn1c(C(=O)N2CCC(C(N)=O)CC2)cc2c(=O)n(C)c3ccccc3c21
 : -4.4	-15.5
Cc1ccc(-n2nc(C(=O)c3ccccc3)n3c(=O)cc(-c4ccccc4)nc23)cc1
 : -10.4	/
Cc1cn2c(-c3cccnc3)nnc2s1
 : 2.9	-11.9
Cc1nc(-c2cccc(NC(=O)c3cccs3)c2)cs1
 : 2.4	/
O=c1c2c(-c3cccs3)csc2ncn1-n1cccc1
 : 8.2	/
Cc1ccc(Cn2c(SCC(=O)Nc3cc(C)on3)nc3ccccc3c2=O)cc1
 : -4.5	-4.8

(listing goes on)
The line under a structure holds: RmlC RmlD mix	HIV RNase H inh
O=C(NCc1ccco1)C1CCN(S(=O)(=O)N2CCOCC2)CC1
 : 1.3	4.4
CC1CCCCN1C(=O)CSc1nnc(-c2c[nH]c3ccccc23)o1 (stereo not given)
 : -13.3	-15.0
O=C(c1ccccc1)c1cc(-c2ccccn2)c(N2CCOCC2)s1
 : -9.9	/
CCOc1ccc(OCc2cccc(C(=O)N3CCCC3)c2)cc1
 : 1.9	-10.0
CN(/C(=N\S(=O)(=O)c1ccccc1)C(F)(F)F)c1ccccc1
 : -6.4	/
CCO[C@H]1OC(C(=O)O)=C[C@@H](c2cn(C(C)=O)c3ccccc23)[C@@H]1CCCO
 : 7.3	/
CNC(=O)c1ccc2nc(NC(C)=O)sc2c1
 : 14.9	2.4
CC(C)(CNS(=O)(=O)c1ccc(Cl)cc1)N1CCCCC1
 : 7.0	5.8
COc1ccc(OC)c(C(=O)CSc2nnc(-c3cccnc3)n2C)c1
 : -8.5	5.0
CCOC(=O)C1CCCN(c2c(N3CCc4ccccc4C3)c(=O)c2=O)C1 (stereo not given)
 : /	1.9

Remaining list, next part:
The line under a structure holds: RmlC RmlD mix	HIV RNase H inh
Cc1cc(Cl)ccc1NC(=S)NCCC(c1ccccc1)c1ccccc1
 : 6.8	/
CCCCP(=O)(c1ccccn1)c1ccccn1
 : /	-14.3
CCOc1ccc2nc(NC(=O)CSc3ccccc3)sc2c1
 : -2.1	/
Cc1nc2cc(N3CCOCC3)c(NC(=O)C3CC3)cc2c(=O)n1Cc1ccccc1
 : /	-1.6
Cc1cc(NC(=O)Cn2nc(-c3ccccc3F)ccc2=O)ccc1-n1cnnn1
 : 3.2	-5.6
CCOc1ccccc1NC(=O)Cn1nnc(C(=O)Nc2ccc(C)cc2)c1N
 : /	-14.4
COc1ccc(C(C(=O)NC2CCCCC2)N(C(=O)c2ccco2)c2ccc(-n3cnnn3)c(C)c2)cc1 (stereo not given)
 : -8.2	/
O=C(OCc1nc2ccc(Cl)cc2n1CCO)c1ccc2c(c1)OCO2
 : -45.2	1.3
CC(C)c1[nH]c(=O)c(C#N)c2c1CSC(C)(C)C2
 : -6.4	21.8
O/N=C/c1cc(Br)cc(Br)c1OCc1ccccc1
 : -10.5	/

Next part.
The line under a structure holds: RmlC RmlD mix	HIV RNase H inh
CCc1ccc(N=c2c([N+](=O)[O-])nn(-c3ccccc3)n2O)cc1
 : 5.1	/
COc1ccc(OC)c(Nc2cc(C(=O)NCCCN3CCOCC3)c3ccccc3n2)c1
 : /	-16.5
O=C(NCCc1ccc(F)cc1)N1CCOCC1
 : -23.1	-8.5
COc1cc(NC(=O)C2CCCN2C(=O)OCc2ccccc2)cc(OC)c1 (stereo not given)
 : 11.0	-20.2
CCN(C(=O)CSc1nnc(NC2CCCCC2)s1)C1CCS(=O)(=O)C1 (stereo not given)
 : -4.8	/
Cc1cc2c(cc1C)N(C(=O)CN1C(=O)c3ccccc3C1=O)C(C)(C)c1ssc(=S)c1-2
 : 9.7	/

High-throughput results deposited in PubChem BioAssay by several laboratories.

The list is partial; rates above refer to the full screens.
